# From PubChem BioAssay
# PLK1 PBD block = qHTS for Inhibitors of PLK1-PDB (polo-like kinase 1 - polo-box domain): Primary Screen; Plk1 PBD binding of FITC phosphopeptide, fluorescence polarization; Potency, µM, inactives show max response, negative = inhibition, hits mostly inhibitors; hit rate 2.8% among 360,000; AID 720504, 2013; also: potency is read from the fitted curve at half-maximal effect; series mostly up to about 57 µM; % is scaled to controls: 0 for no effect and ±100 for the full control effect; nearly all actives have a fitted effect of over 65% in size
# Target sequence (P53350 whole entry, looked up, the tested form may be a part): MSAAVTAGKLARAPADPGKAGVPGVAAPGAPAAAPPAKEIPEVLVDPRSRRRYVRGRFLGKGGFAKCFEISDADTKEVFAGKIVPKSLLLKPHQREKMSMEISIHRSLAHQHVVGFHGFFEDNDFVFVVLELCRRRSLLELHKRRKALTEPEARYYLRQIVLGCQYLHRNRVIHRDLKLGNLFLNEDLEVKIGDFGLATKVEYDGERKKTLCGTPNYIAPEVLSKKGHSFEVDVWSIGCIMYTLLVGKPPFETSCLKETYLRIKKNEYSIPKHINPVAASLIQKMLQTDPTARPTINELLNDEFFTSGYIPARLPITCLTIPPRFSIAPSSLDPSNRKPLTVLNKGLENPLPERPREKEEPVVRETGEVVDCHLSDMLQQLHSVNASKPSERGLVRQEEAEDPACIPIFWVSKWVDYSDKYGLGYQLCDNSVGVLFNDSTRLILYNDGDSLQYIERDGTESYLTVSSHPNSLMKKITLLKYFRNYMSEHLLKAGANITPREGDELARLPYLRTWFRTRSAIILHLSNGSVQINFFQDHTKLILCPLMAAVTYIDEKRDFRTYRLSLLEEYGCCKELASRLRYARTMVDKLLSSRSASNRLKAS
# IL-2 act = qHTS of IL-2 Activators. AID 652025, 2013. IL-2 activation reporter assay, cell-based qHTS; stimulated with anti-CD3/CD4/CD28 beads; in transgenic mouse T cells. activation, % (series mostly up to about 46 µM). hit rate 0.065% among 360,000; in the data active = activation above about 50%; inconclusive = mostly about 30% to 49%; also: 0% is about no effect
#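 Screening format: compound pinned onto unstimulated transgenic mouse T cells, 60 min incubation, then anti-CD3/anti-CD4/anti-CD28 bead stimulation for 18 hours at 37 degrees C, followed by EGFP and DsRed detection.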
# GLP-1R agonist = qHTS of GLP-1 Receptor Agonists; Glucagon-like peptide 1 receptor (Homo sapiens), P43220; HEK293 GLP-1R CRE-luciferase, luminescence, 4-6 h; cells express a hypersensitive GLP-1R form; Potency, µM (top dose mostly 45.6 µM), for the others: at the top dose activation, hits mostly activators; hit rate 0.007% among 380,000; AID 624172, 2012; also: potency is read from the fitted curve at half-maximal effect; % of control where 0% means no effect
# WRN helicase inh = qHTS for Inhibitors of WRN Helicase. WRN helicase unwinding, fluorescent forked duplex, kinetic. Potency, µM (highest dose often 114 µM), for the others: top-dose activity change, negative = inhibition, usual class: inhibitors. hit rate 0.46% among 360,000. AID 651768, 2012; also: potency is read from the fitted curve at half-maximal effect; % is scaled to controls: 0 for no effect and ±100 for the full control effect; nearly all actives have a fitted effect of over 55% in size
#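 WRN at 20 nM final was preincubated with compound for 15 min at room temperature; reaction started with 100 nM forked duplex oligonucleotide carrying fluorophore and quencher plus 2 mM ATP (final). Unwinding followed kinetically by red fluorescence (ex 525/em 598 nm).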
# D3 ag = qHTS of D3 Dopamine Receptor Agonist: qHTS; D(3) dopamine receptor (Homo sapiens), P35462; D3R DiscoveRx beta-arrestin cells, luminescence, 90 min; max activation, %; hit rate 0.58% among 410,000; AID 652048, 2013; in the data active = max activation above about 30%; also: 0% is about no effect; mostly tested at two doses, the higher about 12 µM
#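 Agonist-mode cell screen: cells plated at 1500/well and incubated overnight at 37 °C, then exposed to library compounds for 90 min at 37 °C. Detection reagent was added for 30–60 min at room temperature, and luminescence was read.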
# GLP1R inv ag = qHTS of GLP-1 Receptor Inverse Agonists (Inhibition Mode); HEK293 GLP-1R CRE-luciferase, luminescence, 24 h; GLP-1R form is constitutively active; hit rate 1.6% among 410,000; Potency, µM (doses to about 38.3 µM), for the others: top-dose activity change, negative = inhibition, most hits filed as inhibitors; AID 624417, 2012; Glucagon-like peptide 1 receptor (Homo sapiens), P43220; also: potency is read from the fitted curve at half-maximal effect; % is scaled to controls: 0 for no effect and ±100 for the full control effect; nearly all actives have a fitted effect of over 55% in size
#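 Constitutively active GLP-1R drives a cAMP-responsive luciferase in stably transfected HEK293 cells; test compounds are added after overnight (12 h) attachment and left 24 hr, and signal loss in luminescence marks inhibition.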
# GLP1R cytotox = qHTS of GLP-1 Receptor Inverse Agonists: Cytotox Screen | HEK293 cAMP-luciferase reporter cells, luminescence, 24 h | Potency, µM (series often up to 38.3 µM), for inactives: at the top dose activity change, negative = inhibition, actives largely listed as inhibitors | hit rate 0.13% among 410,000 | AID 624418, 2012;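 also: loss of luciferase light is scored as toxicity; potency is read from the fitted curve at half-maximal effect; % is scaled to controls: 0 for no effect and ±100 for the full control effect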
#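 A 23 nL compound transfer followed 12 hours of cell culture at 37 deg C; exposure then lasted 24 hr. Luciferase assay detection reagent was dispensed and plates read for luminescence after a 12 min room-temperature wait.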
# PI5P4K alpha inh = qHTS for Inhibitors of phosphatidylinositol 5-phosphate 4-kinase (PI5P4K); PI5P4Kalpha enzyme, ADP-Glo luminescence, 60 min; hits give low values; max response, %; hit rate 1.2% among 330,000; AID 652105, 2013; active = max response of -50% or lower; inconclusive = between -30% and -50%; inactive = -30% or higher; also: value at the top dose of about 77 µM; % is scaled to controls: 0 for no effect and ±100 for the full control effect
# Target sequence (P48426 whole entry, looked up): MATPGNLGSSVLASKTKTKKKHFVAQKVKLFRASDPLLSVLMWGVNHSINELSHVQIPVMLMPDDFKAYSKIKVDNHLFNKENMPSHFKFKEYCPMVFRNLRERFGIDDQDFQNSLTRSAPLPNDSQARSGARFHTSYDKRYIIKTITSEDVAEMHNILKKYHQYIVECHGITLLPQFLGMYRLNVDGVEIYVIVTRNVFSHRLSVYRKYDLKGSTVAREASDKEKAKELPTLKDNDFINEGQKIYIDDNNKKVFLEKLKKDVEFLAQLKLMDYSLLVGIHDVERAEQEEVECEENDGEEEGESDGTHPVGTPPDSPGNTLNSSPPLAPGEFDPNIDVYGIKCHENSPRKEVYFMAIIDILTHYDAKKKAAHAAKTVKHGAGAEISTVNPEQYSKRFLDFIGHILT
#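 Compounds were pin-transferred onto PI5P4Kalpha and substrate in HEPES pH 7.4 buffer with EGTA, CHAPS and 5% DMSO. ATP (5 microM final) started the reaction, which ran 60 minutes at room temperature before ADP-Glo detection.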
# DRD3 antagonist = qHTS of D3 Dopamine Receptor Antagonist: qHTS. D3R cells, DiscoveRx beta-arrestin luminescence, antagonist mode; hits give low values. max response, negative = inhibition, %. hit rate 2.5% among 360,000. D(3) dopamine receptor (Homo sapiens), P35462; in the data active = max response below about -50%; inconclusive = no clear call, values can overlap the other calls; also: % is scaled to controls: 0 for no effect and ±100 for the full control effect; mostly tested at two doses, the higher about 12 µM
#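 Cells expressing the human receptor were seeded at 1500 cells/well, incubated overnight at 37 degrees C in 5% CO2, then exposed to library compounds with dopamine controls for 90 minutes at 37 degrees C before luminescent detection.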
# * marks the source's active call; other numbers are inactive results; u = inconclusive; x = not tested or not shown; & = joins results of further samples; [ ] = remark or other dose. Unless noted, calls follow the shape of the dose curve; as a rule, active = well fitted curve in the direction sought with a large enough effect; inconclusive = small, poorly fitted or top-dose-only effect, or another doubt; inactive = no such curve, though single readings can be large; an effect the other way counts as inactive or inconclusive. Compounds as they come (roughly 7.8% active in at least one column).
SMILES,PLK1 PBD block,IL-2 act,GLP-1R agonist,WRN helicase inh,D3 ag,GLP1R inv ag,GLP1R cytotox,PI5P4K alpha inh,DRD3 antagonist
COc1ccc(NC(=O)O[C@@H](C)[C@@H]2CN3CCc4c([nH]c5ccc(-c6ccc(OC)cc6)cc45)[C@@H]3C[C@@H]2N(C)C(=O)Nc2ccc(OC)cc2)cc1,-1%,-1.0,-2%,-2%,-9,u,3%,-11,2
COc1ccc(-c2ccccc2)cc1NCc1ccccc1C,-8%,-0.4,-3%,-30%[57.1 µM],-4,u,-1%,1,-8
O=C(Nc1cccnc1Cl)c1cc(-c2ccco2)on1,-5%,5.3,-2%,-22%,1,4%,14%,-3,8
COc1ccc(C(c2nnnn2C2CCCC2)N2CCN(C/C=C/c3ccccc3)CC2)cc1 (stereo not drawn),-10%,-0.2,6%,-1%,-13,u,-14%,1,u
Cc1nc2sc(C(c3ccco3)N3CCOCC3)c(O)n2n1 (stereo not drawn),-18%,-2.3,-8%,-10%,-7,0%,-5%,x,2
CC(C)CCNC(=O)C12CN(Cc3ccccc3)CC1C(c1cccc([N+](=O)[O-])c1)=NO2 (stereo not drawn),-1%,-0.4,-2%,4%,-7,u,-4%,4,-20
C[C@H]1CN(c2ccccc2)C(=O)[C@@H]1CC(=O)Nc1ccccc1,-3%,1.7,-7%,-2%,-2,17%,-4%,4,8
Cc1ccc(S(=O)(=O)Nc2ccc3c(c2)OCCO3)cc1C,-16%,-1.0,1%,-8%,-1,u,-2%,6,6
O=C(CSCc1ccc(Br)cc1)Nc1ccc(S(=O)(=O)N2CCCCCC2)cc1,-11%,-0.5,12%,-19%,-10,u,-15%,x,-18
COc1ccc(C(=O)Nc2ccc(S(=O)(=O)Nc3onc(C)c3C)cc2)c(OC)c1,-28%,0.3,11%,-35%,-3,45%[activator],-1%,3,-3
CSc1oc(-c2ccco2)nc1S(=O)(=O)c1ccc(F)cc1,-11%,-1.5,-4%,-9%,1,8%,-2%,u,-7
COc1ccccc1-c1noc(CCC(=O)NC2CCCC2)n1,-3%,-3.3,4%,11%,-15,-3%,5%,3,0
C[C@H]1COc2cc(N3CCC[C@@H]3CO)ccc2S(=O)(=O)N1,-4%,-0.1,2%,-3%,1,20%,6%,3,1
CCOC(=O)C(Cc1ccc(O)cc1)NC(=O)CNC(=O)C(CC(C)C)NC(=O)OC(C)(C)C (stereo not drawn),0%,2.1,-2%,-1%,2,28%,3%,2,14
O=S(=O)(c1ccc2ccccc2c1)N1CCN=C1SCc1cccnc1,-4%,3.8,4%,0%,7,7%,-6%,1,8
C=C(C)c1cccc(C(C)(C)NC(=O)N(Cc2ccccc2)Cc2ccco2)c1,-1%,-0.9,-13%,7%,3,u,-6%,8,16
Cc1ccnc(NS(=O)(=O)c2ccc(NC(=O)CCOc3ccccc3)cc2)n1,3%,-0.3,-6%,-24%,4,15%,20%,-8,3
O=C1c2ccccc2C(=O)N1CC(O)COc1ccc(Cl)cc1 (stereo not drawn),1%,-0.5,6%,3%,-20,1%,5%,4,5
CC1CCCN(C(=O)C(C)Sc2nc(-c3ccccc3)cc(C(F)(F)F)n2)C1 (stereo not drawn),3%,-1.5,6%,-17%,1,u,-10%,x,8
CN(Cc1ccccc1)C(=O)N1CCOCC1,7%,-1.9,-4%,9%,1,35%[activator],1%,2,13
Cc1cc(F)ccc1S(=O)(=O)Nc1ccccc1C(=O)N1CCCC1,1%,0.2,23%,0%,6,1%,-13%,-1,8
C=CCOc1cccc(C2c3c(oc4ccccc4c3=O)C(=O)N2c2ccccn2)c1 (stereo not drawn),-3%,4.0,-5%,-6%,2,-1%,4%,1,14
NCCN=C1NS(=O)(=O)c2ccccc21,-9%,-1.5,-9%,0%,-6,7%,8%,x,13
Cc1scc(-c2n[nH]c(=S)n2C(C)c2ccccc2)c1C (stereo not drawn),-4%,-0.2,6%,5%,-17,u,u,-7,-5
C=CCNC(=S)N1CCN(CCN=CC2=C(O)CC(c3ccco3)CC2=O)CC1 (stereo not drawn),-5%,0.6,-3%,11%,-7,12%,2%,-11,14
O=C(COc1ccc(Cl)cc1)NNC(=O)c1ccc(=O)[nH]c1,4%,-0.7,2%,-10%,1,5%,13%,6,7
CC1CN(S(=O)(=O)c2cccc(C(=O)N=c3sccn3C)c2)CC(C)O1 (stereo not drawn),-9%,-0.4,12%,-30%,2,41%[activator],0%,6,14
CCn1c(SCC(=O)O)nnc1-c1ccccc1,0%,-2.7,-7%,8%,4,1%,-2%,x,24
CCC(C(=O)Nc1cc(OC)c(NC(=O)c2ccccc2)cc1OC)c1ccccc1 (stereo not drawn),3%,-3.4,18%,0%,-3,u,-8%,5,6
CCN(CC(=O)NCC1CCCO1)S(=O)(=O)c1ccc(Cl)cc1 (stereo not drawn),-11%,-0.7,4%,4%,2,10%,4%,4,-1
CCN(CCCNC(=O)Cn1ncc2c([nH]c3ccc(C)cc32)c1=O)c1ccccc1,-8%,0.1,1%,7%,4&-1,-16%&1%,-1%&-10%,0,3
COc1ccc(N2CCN(C(=O)CCC(=O)N3Cc4ccccc4Oc4ncccc43)CC2)cc1,-3%,-1.9,5%,-12%,-11,-22%,0%,2,4
COc1ccc([N+](=O)[O-])cc1N(CC1CO1)S(=O)(=O)c1ccc(C)cc1 (stereo not drawn),3%,0.2,18%,0%,10,-18%,-10%,-4,5
CCCCn1c(SCC(=O)Nc2cccc(OC)c2)nc2ccc(N3CCOCC3)cc2c1=O,-15%,-1.4,9%,-12%,2,-14%,-5%,-23,19
O=C(NCc1cccnc1)/C(=C/c1ccccc1)NC(=O)c1ccccc1,1%,-3.4,1%,5%,4,-11%,0%,-5,8
CC1(C)Cc2ccccc2C(N/N=C/c2ccc(Cl)cc2)=N1,-11%,-0.6,1%,-1%,-2,u,-3%,71,2
N#Cc1ccc(OCC(=O)OCC(=O)NCCC2=CCCCC2)cc1,-1%,0.5,-16%,1%,5,-5%,-5%,-1,5
O=C1CN(S(=O)(=O)c2ccccc2)CCN1,-2%,0.7,-4%,5%,4,-10%,-2%,-3,15
CC(=O)c1cccc(N(C(=O)CS(=O)CC(=O)Nc2ccc(F)cc2)C(C(=O)NC2CCCCC2)c2ccc(C)o2)c1 (stereo not drawn),-11%,-2.1,-1%,u,-5,12%,10%,4,-23
C=CCNC(=O)CN(Cc1ccccc1)S(=O)(=O)c1ccc(C)cc1,-15%,0.1,7%,-9%,-2,-11%,4%,-1,-23
CCOC(=O)C1CCCN(C(=O)/C=C/c2cccc([N+](=O)[O-])c2)C1 (stereo not drawn),-6%,-1.5,14%,7%,2,13%,1%,9,-8
COc1ccccc1N1CCN(C(CNS(=O)(=O)c2ccc(C)cc2)c2cccnc2)CC1 (stereo not drawn),-8%,1.9,0%,-6%,-13,-25%,-21%,-4,0
COc1ccccc1N1CCN(C(=O)CSc2nnc(NC(=O)C3CCC3)s2)CC1,-2%,-3.1,-3%,5%,-3,-3%,2%,0,-3
Fc1cccc(NC(=S)NCCc2ccccc2)c1,-13%,-1.9,19%,-5%,5,u,u,6,11
O=C(NN1C(=O)/C(=C/c2cccs2)SC1=S)c1ccccc1,-11%,-0.5,-1%,-10%,-13,-7%,u,-1,-11
CN(C)S(=O)(=O)c1cccc(C(=O)Nc2ccc(Cl)cn2)c1,-4%,-0.8,-3%,-7%,-10,-19%,-12%,x,-77*
COc1ccc(C2C(C#N)=C(N)Oc3cc(O)ccc32)cc1Cl (stereo not drawn),-7%,-0.8,6%,-1%,6,-26%,160%[activator],u,-17
CCC(c1nnnn1C(C)(C)C)N1CCN(C2CCCC2)CC1 (stereo not drawn),-2%,-0.2,-3%,5%,-1,-5%,0%,4,12
Clc1cccc(Nc2ncnc3c2cnn3-c2ccccc2)c1,-16%,-4.1,3%,-6%,1,u,3%,x,2
O=C(O)c1ccccc1-c1ccccc1C(=O)Nc1ccc(OC(F)(F)F)cc1,-14%,0.2,-1%,-4%,10,u,10%,8,6
N#Cc1cnc(SCCc2ccccc2)nc1N,0%,0.9,26%,-26%,13,44%[activator],13%,-8,25
CCC(C)(C)NC(=O)C(c1ccc(OC)cc1)N(Cc1cccs1)C(=O)CCC(=O)Nc1cc(C)on1 (stereo not drawn),-6%,-1.1,0%,-4%,-4,u,11%,7,-16
COc1ccccc1CNC(=O)c1cc(-c2ccc(F)cc2C)n[nH]1,-13%,-0.5,-2%,1%,-2,0%,-3%,-15,36
CC[C@@H]1C(=O)[C@H](Cc2ccccc2)[C@H]2CCCC(=O)N3CC[C@@H]1[C@@H]23,-8%,-0.6,-2%,2%,-11,8%,-2%,-4,u
Cc1ccc(S(=O)(=O)NCCC(=O)N2CCCCCCC2)cc1,-15%,-4.6,5%,0%,-4,-7%,6%,0,-1

# By substructure, the compounds so far containing a COOH group.
SMILES,PLK1 PBD block,IL-2 act,GLP-1R agonist,WRN helicase inh,D3 ag,GLP1R inv ag,GLP1R cytotox,PI5P4K alpha inh,DRD3 antagonist
CCn1c(SCC(=O)O)nnc1-c1ccccc1,0%,-2.7,-7%,8%,4,1%,-2%,x,24
O=C(O)c1ccccc1-c1ccccc1C(=O)Nc1ccc(OC(F)(F)F)cc1,-14%,0.2,-1%,-4%,10,u,10%,8,6
